Screens (PubChem BioAssay)
Cl transport mod: KCC2 (human) Cl- transport modulation; hit rate 2.2% among 190,000; B-score of Tl+ flux slope (higher = more flux/activation; lower = inhibition) at 10 µM; KCC2 cells, thallium flux FluoZin-2 fluorescence; AID 1456;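 active = thallium flux slope and its plate-corrected score both differing from the plate sample mean at a set confidence after two filtering rounds, in either direction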;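 also: slope of fluorescence scaled to starting intensity during 10 to 20 s after thallium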
Target sequence (Q9H2X9 whole entry, looked up): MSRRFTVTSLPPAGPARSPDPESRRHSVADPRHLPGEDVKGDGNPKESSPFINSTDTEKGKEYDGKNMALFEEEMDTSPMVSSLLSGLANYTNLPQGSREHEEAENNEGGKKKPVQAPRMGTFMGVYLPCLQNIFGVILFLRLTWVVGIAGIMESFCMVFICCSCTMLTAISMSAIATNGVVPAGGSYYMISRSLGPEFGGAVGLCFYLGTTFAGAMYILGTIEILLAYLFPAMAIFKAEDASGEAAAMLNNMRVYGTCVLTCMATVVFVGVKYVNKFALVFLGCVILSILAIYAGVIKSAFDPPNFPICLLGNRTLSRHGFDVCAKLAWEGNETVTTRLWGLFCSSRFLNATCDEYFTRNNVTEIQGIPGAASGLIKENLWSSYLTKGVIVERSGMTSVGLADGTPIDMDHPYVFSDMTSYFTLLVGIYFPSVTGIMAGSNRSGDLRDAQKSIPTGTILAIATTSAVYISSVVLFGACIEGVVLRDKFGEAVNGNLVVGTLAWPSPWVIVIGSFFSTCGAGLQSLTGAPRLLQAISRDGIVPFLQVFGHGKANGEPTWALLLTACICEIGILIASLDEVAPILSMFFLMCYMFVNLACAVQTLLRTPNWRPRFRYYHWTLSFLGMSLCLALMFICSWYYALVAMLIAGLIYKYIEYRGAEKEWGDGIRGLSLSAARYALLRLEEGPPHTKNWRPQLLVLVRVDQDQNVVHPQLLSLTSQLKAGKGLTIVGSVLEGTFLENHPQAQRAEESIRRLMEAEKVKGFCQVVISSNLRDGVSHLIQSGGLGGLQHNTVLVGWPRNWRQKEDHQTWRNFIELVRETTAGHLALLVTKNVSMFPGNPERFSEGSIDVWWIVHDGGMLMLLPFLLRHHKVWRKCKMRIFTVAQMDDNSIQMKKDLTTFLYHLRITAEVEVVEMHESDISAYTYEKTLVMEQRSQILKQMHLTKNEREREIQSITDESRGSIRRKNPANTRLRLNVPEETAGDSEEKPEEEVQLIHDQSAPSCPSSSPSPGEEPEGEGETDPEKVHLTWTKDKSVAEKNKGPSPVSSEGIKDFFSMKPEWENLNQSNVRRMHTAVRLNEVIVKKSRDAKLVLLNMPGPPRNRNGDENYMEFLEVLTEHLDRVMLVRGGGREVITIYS
FXIIa inh 1536: factor XIIa (human) inhibition. hit rate 0.3% among 220,000. purified FXIIa, Boc-QGR-AMC fluorogenic substrate, 2 h. AID 800. inhibition, % at 5 µM; in the data active = inhibition above about 40%;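 also: 0% = enzyme with no compound and 100% = blank without enzyme; many of its hits are not listed in these tables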
hK5 inh: inhibitors of human kallikrein 5. Q9Y337. recombinant hK5, fluorogenic AMC substrate cleavage. inhibition, % at 5 µM. hit rate 0.59% among 210,000. AID 873;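 active = inhibition of 40% or more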;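 also: 0% = enzyme controls without compound and 100% = no-enzyme blanks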
Rad51 HR inh: blocks human Rad51 in homologous recombination; Q06609; inhibition, % at 10 µM; hit rate 0.085% among 200,000; hRad51 DNA strand exchange, fluorescence dequenching;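 active = inhibition above 40% at the single screening dose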;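 also: 0% = DMSO control wells and 100% = blanks with heterologous ssDNA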
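System: human Rad51 nucleoprotein filaments preassembled on unlabelled ssDNA. Reagent: labelled 47-mer dsDNA for strand exchange. Schedule: 30-min compound preincubation and 15-min exchange, both room temperature. Measured by: FRET fluorescence dequenching, excitation 485 nm, emission 520 nm. Read-out: Fluorescence-based percent inhibition, control- and blank-normalised. Benchmarks: plate controls and plate blanks.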
Hck Nef HTS: blocks Nef-activated human Hck kinase; P08631; Recombinant Hck-YEEI plus Nef, Z-Lyte FRET kinase assay; inhibition, % at 20 µM; hit rate 0.68% among 220,000;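 active = Hck-Nef kinase inhibition above about 50%, limit read from the data; inactive = inhibition below that limit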;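 also: 0% = DMSO with Hck plus Nef and 100% = Hck alone without Nef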
Thrombin inh: blocks human thrombin protease activity. AID 1046. inhibition, % at 5 µM. hit rate 0.26% among 220,000. alpha-thrombin, Boc-VPR-AMC fluorogenic substrate cleavage;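 active = inhibition at or above 40%; inactive = inhibition below 40%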;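 also: 0% = enzyme with no compound and 100% = wells without enzyme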
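System: Human alpha-thrombin protein | Medium: pH 7.5 Tris (50 mM) with NaCl 150 mM, Tween 20 0.05% | Times: Enzyme reaction carried out at room temperature | Detection: AMC fluorescence, 355/460 nm | Evaluation: Percent inhibition scaled between no-compound controls and no-enzyme blanks | Benchmarks: Enzyme without compound as high, wells lacking enzyme as low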
TNF necrop inh: inhibitors of TNF-alpha induced necroptosis in Jurkat FADD-/- cells | activation (protection from cell death), % at 10 µM | AID 463075 | hit rate 0.068% among 220,000 | Jurkat FADD-/- TNF necroptosis rescue, ATP luminescence, 24 h; 0 = TNF only, 100 = no-TNF cells;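 active = activation, meaning protection from cell death, of at least 50% relative to plate controls; inactive = activation below 50%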;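 also: necroptosis triggered by 40 ng/mL TNF-alpha added together with compound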
L929 necroptosis: blocks zVAD induced death of L929 cells. viability rescue, % at 10 µM. AID 1377. L929 zVAD necroptosis rescue, ATP luminescence, 24 h; with zVAD 60 µM. hit rate 0.38% among 220,000;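 active = activation, scaled between plate controls, above about 75%, limit read from the data; inactive = activation under that limit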;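 also: 0% = zVAD with DMSO and 100% = DMSO alone without zVAD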
FXIa inh 1536: factor XIa (human) inhibition; hit rate 0.14% among 220,000; purified FXIa, Boc-Glu-Ala-Arg-AMC fluorogenic substrate; inhibition, % at 5 µM; P03951;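 active = inhibition of at least 40%; inactive = inhibition below 40%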;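 also: fluorescence of freed AMC excited at 355 nm; 0% = enzyme without compound and 100% = no enzyme blank; many of its hits are not listed in these tables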
The depositor's hits bear a star.

For CC(C)(C)C(=O)NCCCc1nc2ccccc2n1CCCOc1ccc(Cl)cc1 the results were Cl transport mod -1.7, FXIIa inh 1536 -4, hK5 inh 1, Rad51 HR inh -15, Hck Nef HTS 0, Thrombin inh -2, TNF necrop inh -10, L929 necroptosis -0.3 and FXIa inh 1536 2.
`Cc1nn(-c2ccc(F)cc2)c2c1cc(C#N)c1nc3ccccc3n12` gave FXIIa inh 1536 1, hK5 inh -6, Rad51 HR inh -7, Hck Nef HTS 2, Thrombin inh -7, TNF necrop inh -1.3, L929 necroptosis -0.2 and FXIa inh 1536 -5.
CC(C)C(NC(=O)CNC(=O)OC(C)(C)C)C(=O)NCc1ccc(Cl)cc1 (stereo not drawn) was read as Cl transport mod -0.42, FXIIa inh 1536 3, hK5 inh -6, Rad51 HR inh 3, Hck Nef HTS 21, Thrombin inh -10, TNF necrop inh 1.0, L929 necroptosis 4.4 and FXIa inh 1536 -2.
For CC1=NN(c2ccc(C)cc2)C(=O)/C1=C\c1ccc(Br)s1 the results were Cl transport mod 0.6, FXIIa inh 1536 9, hK5 inh -21, Rad51 HR inh 2, Hck Nef HTS 2, Thrombin inh -4, TNF necrop inh 0.2, L929 necroptosis 1.3 and FXIa inh 1536 3.
For CC(=O)Nc1cc(OC(C)=O)c2nonc2c1OC(C)=O the results were Rad51 HR inh 1, Hck Nef HTS -4, TNF necrop inh -17 and L929 necroptosis -0.6.
For COc1ccccc1C(=O)C1CCCN(C(=O)c2cc(C(C)C)no2)C1 (stereo not drawn) the results were Cl transport mod -0.7, FXIIa inh 1536 15, hK5 inh 0, Rad51 HR inh -31, Hck Nef HTS -2, Thrombin inh 0, TNF necrop inh 0.1, L929 necroptosis 0.2 and FXIa inh 1536 2.
`CCOc1c(OC)cccc1C1CC(=O)Nc2cc3c(cc21)OCCO3` (stereo not drawn) gave Cl transport mod 0.053, FXIIa inh 1536 -3, hK5 inh 1, Rad51 HR inh 7, Hck Nef HTS 0, Thrombin inh -10, TNF necrop inh -4.4, L929 necroptosis 2.4 and FXIa inh 1536 -2.
`O=S(=O)(NC1=NCCC1)c1ccc(F)cc1F` gave Cl transport mod 0.2, FXIIa inh 1536 4, hK5 inh 0, Rad51 HR inh -1, Hck Nef HTS 3, Thrombin inh -3, TNF necrop inh -0.2, L929 necroptosis 2.5 and FXIa inh 1536 -3.
For CCOc1cccc(C(=O)NC(=S)Nc2ccc(Cl)cc2C(=O)O)c1 the results were Cl transport mod -0.88, hK5 inh -1, Rad51 HR inh 2, Hck Nef HTS -8, Thrombin inh 0, TNF necrop inh 0.5, L929 necroptosis 9.5 and FXIa inh 1536 -3.
CCNC(=O)C1CCCN(c2nc(C)cc(C)n2)C1 (stereo not drawn) was read as Cl transport mod 0.37, FXIIa inh 1536 8, hK5 inh 2, Hck Nef HTS 18, Thrombin inh -3, TNF necrop inh -0.1, L929 necroptosis 0.6 and FXIa inh 1536 -1.
`Cn1c(Cc2nc(-c3cnccn3)no2)nnc1SCC(=O)Nc1ccccc1` gave Cl transport mod 0.4, FXIIa inh 1536 -1, hK5 inh -1, Hck Nef HTS 2, Thrombin inh -7, TNF necrop inh 2.0, L929 necroptosis 1.1 and FXIa inh 1536 0.
Screening Cc1ccc(S(=O)(=O)NCC(=O)N(CC(=O)NCc2ccccc2)CC2CCCO2)cc1 (stereo not drawn) returned Cl transport mod 0.051, FXIIa inh 1536 8, hK5 inh -27, Rad51 HR inh 16, Hck Nef HTS -1, Thrombin inh 15, TNF necrop inh -0.7, L929 necroptosis -0.3 and FXIa inh 1536 -9.
`O=C(COc1ccccc1)Nc1ccccc1NS(=O)(=O)c1cccs1` gave Cl transport mod -0.59, FXIIa inh 1536 7, hK5 inh -11, Rad51 HR inh 2, Hck Nef HTS 5, Thrombin inh -6, TNF necrop inh 0.5, L929 necroptosis 0.6 and FXIa inh 1536 -3.
Screening CCCCN(CCCC)C(=O)c1cc(Cl)ccc1[N+](=O)[O-] returned Cl transport mod -0.095, FXIIa inh 1536 9, hK5 inh 2, Hck Nef HTS 1, Thrombin inh 3, TNF necrop inh 0.5, L929 necroptosis 0.8 and FXIa inh 1536 7.
For COc1ccc(/C=C2\SC(=S)NC2=O)cc1OS(=O)(=O)c1ccc(NC(C)=O)cc1 the results were Cl transport mod -2.8, FXIIa inh 1536 11, hK5 inh 0, Rad51 HR inh -20, Hck Nef HTS 30, Thrombin inh -3, TNF necrop inh 0.4, L929 necroptosis 3.4 and FXIa inh 1536 1.
Cc1ccc(NC(=O)NCc2c(C)nn(C)c2C)cc1Cl was read as Cl transport mod -1.1, FXIIa inh 1536 6, hK5 inh -1, Rad51 HR inh -12, Hck Nef HTS 23, Thrombin inh -5, TNF necrop inh 0.5, L929 necroptosis 20 and FXIa inh 1536 -1.
`O=C(CC1(O)C(=O)Nc2ccccc21)c1ccc(-n2cccc2)cc1` (stereo not drawn) gave Cl transport mod -0.97, FXIIa inh 1536 -7, hK5 inh 1, Rad51 HR inh 1, Hck Nef HTS 2, Thrombin inh -4, TNF necrop inh -0.5, L929 necroptosis 0.0 and FXIa inh 1536 -6.
Screening CCOC(=O)N1CCN(c2cc(=O)n(C)c(=O)n2C)CC1 returned Cl transport mod 0.8, FXIIa inh 1536 11, hK5 inh 8, Rad51 HR inh 10, Hck Nef HTS 3, Thrombin inh 5, TNF necrop inh 1.5, L929 necroptosis -0.1 and FXIa inh 1536 7.
COCC(C)NC(=O)c1ccc(-n2nc(C(F)(F)F)cc2-c2cccs2)cc1 (stereo not drawn) was read as Cl transport mod -0.47, FXIIa inh 1536 -1, hK5 inh -4, Rad51 HR inh -8, Hck Nef HTS 1, Thrombin inh -4, TNF necrop inh -5.9, L929 necroptosis -1.4 and FXIa inh 1536 -6.
Screening CN(CCNC(=O)CCNC(=O)Cn1ccc2ccccc2c1=O)Cc1ccccc1 returned FXIIa inh 1536 10, hK5 inh -1, Rad51 HR inh -2, Hck Nef HTS -2, Thrombin inh 6, TNF necrop inh 0.4, L929 necroptosis 0.9 and FXIa inh 1536 5.
`COc1cccc(-c2nnc(SCC(=O)N3CC(C)CC(C)C3)o2)c1` (stereo not drawn) gave Cl transport mod 0.95, FXIIa inh 1536 12, hK5 inh -9, Rad51 HR inh 0, Hck Nef HTS 1, Thrombin inh -5, TNF necrop inh -0.3, L929 necroptosis 0.8 and FXIa inh 1536 3.
`O=C(CN1C(=O)COc2ccc(Cl)cc21)Nc1ccc2c(c1)OCCO2` gave Cl transport mod -1.3, FXIIa inh 1536 2, hK5 inh -14, Rad51 HR inh 3, Hck Nef HTS 1, Thrombin inh -7, TNF necrop inh 0.3, L929 necroptosis -0.1 and FXIa inh 1536 -11.
`NS(=O)(=O)c1ccc(NC(=O)Nc2ccccc2)cc1` gave Cl transport mod 0.83, FXIIa inh 1536 5, hK5 inh -1, Rad51 HR inh 20, Hck Nef HTS 17, Thrombin inh -5, TNF necrop inh 2.9, L929 necroptosis 1.3 and FXIa inh 1536 -3.
For COC(=O)c1cccc(C(=O)N2CCC(CO)(Cc3ccccc3Cl)CC2)c1 the results were FXIIa inh 1536 10, Rad51 HR inh 27, Hck Nef HTS -6, Thrombin inh 3, TNF necrop inh 1.8, L929 necroptosis 0.5 and FXIa inh 1536 0.
CCc1nnc(NC(=O)CSc2nc3c(c(=O)n2C)SC(C)C3)s1 (stereo not drawn) was read as Cl transport mod -0.89, FXIIa inh 1536 2, hK5 inh 3, Rad51 HR inh -2, Hck Nef HTS -6, Thrombin inh -1, TNF necrop inh -0.6, L929 necroptosis -1.1 and FXIa inh 1536 -4.
Screening O=C(COc1ncnc2scc(-c3ccc(Cl)cc3)c12)NCc1ccco1 returned Cl transport mod -0.51, FXIIa inh 1536 15, hK5 inh 2, Rad51 HR inh 3, Hck Nef HTS 0, Thrombin inh 4, TNF necrop inh 0.2, L929 necroptosis 0.5 and FXIa inh 1536 4.
`COc1ccc(-c2c3c(=O)n(C)c(=O)n(C)c3cn2Cc2cccnc2)cc1` gave FXIIa inh 1536 12, hK5 inh -4, Rad51 HR inh 1, Hck Nef HTS 0, Thrombin inh -3, TNF necrop inh -0.3, L929 necroptosis -0.1 and FXIa inh 1536 -4.
CSc1oc(-c2ccccc2)nc1S(=O)(=O)c1ccc(C)cc1 was read as Cl transport mod -0.043, FXIIa inh 1536 9, hK5 inh -11, Rad51 HR inh -2, Hck Nef HTS -11, Thrombin inh -5, TNF necrop inh 1.4, L929 necroptosis 1.2 and FXIa inh 1536 5.
Screening c1ccc(-c2cc3c(-n4cccc4)ncnc3o2)cc1 returned FXIIa inh 1536 12, hK5 inh -8, Hck Nef HTS 0, Thrombin inh -1, TNF necrop inh -1.0, L929 necroptosis -0.2 and FXIa inh 1536 -1.
For NC(=O)C1(N2CCCCC2)CCN(C(=O)NC23CC4CC(CC(C4)C2)C3)CC1 the results were Cl transport mod 0.3, FXIIa inh 1536 27, hK5 inh -2, Rad51 HR inh 0, Hck Nef HTS 0, Thrombin inh 2, TNF necrop inh 0.1, L929 necroptosis 1.4 and FXIa inh 1536 10.
Screening O=C1C2C3C=CC(C4CC34)C2C(=O)N1c1nccs1 (stereo not drawn) returned Cl transport mod 0.62, FXIIa inh 1536 1, hK5 inh -10, Rad51 HR inh -30, Hck Nef HTS 2, Thrombin inh -11, TNF necrop inh 2.5, L929 necroptosis 0.2 and FXIa inh 1536 5.
Screening COc1ccc(-c2csc(Nc3ccc(C)cn3)n2)cc1OC returned Cl transport mod 2.1, FXIIa inh 1536 12, hK5 inh 3, Rad51 HR inh 1, Hck Nef HTS 21, Thrombin inh -1, TNF necrop inh 1.5, L929 necroptosis 3.8 and FXIa inh 1536 0.
COCCNC(=O)CSc1nc(-c2ccccc2)c(-c2ccccc2)o1 was read as Cl transport mod -2.5, FXIIa inh 1536 16, hK5 inh -7, Rad51 HR inh -5, Hck Nef HTS 8, Thrombin inh 5, TNF necrop inh -2.6, L929 necroptosis -0.6 and FXIa inh 1536 7.

A run of entries of the results above:
Screening COc1ccc(-c2csc(Nc3ccc(C)cn3)n2)cc1OC returned Cl transport mod 2.1, FXIIa inh 1536 12, hK5 inh 3, Rad51 HR inh 1, Hck Nef HTS 21, Thrombin inh -1, TNF necrop inh 1.5, L929 necroptosis 3.8 and FXIa inh 1536 0.
COCCNC(=O)CSc1nc(-c2ccccc2)c(-c2ccccc2)o1 was read as Cl transport mod -2.5, FXIIa inh 1536 16, hK5 inh -7, Rad51 HR inh -5, Hck Nef HTS 8, Thrombin inh 5, TNF necrop inh -2.6, L929 necroptosis -0.6 and FXIa inh 1536 7.

Pulled one by one from above, 2 records:
COCC(C)NC(=O)c1ccc(-n2nc(C(F)(F)F)cc2-c2cccs2)cc1 (stereo not drawn) was read as Cl transport mod -0.47, FXIIa inh 1536 -1, hK5 inh -4, Rad51 HR inh -8, Hck Nef HTS 1, Thrombin inh -4, TNF necrop inh -5.9, L929 necroptosis -1.4 and FXIa inh 1536 -6.
Cc1ccc(NC(=O)NCc2c(C)nn(C)c2C)cc1Cl was read as Cl transport mod -1.1, FXIIa inh 1536 6, hK5 inh -1, Rad51 HR inh -12, Hck Nef HTS 23, Thrombin inh -5, TNF necrop inh 0.5, L929 necroptosis 20 and FXIa inh 1536 -1.

The list is partial (hit frequency here may not be typical).
